S3 lipid droplet = qHTS Assay for Lipid Storage Modulators in Drosophila S3 Cells | Drosophila S3 cells, BODIPY lipid droplet fluorescence, 18-24 h; cells fed with added oleic acid | lipid storage change, negative = inhibition, % at the top dose, mostly 46.1 µM; hits show Potency in µM | actives 0.64% (n = 320,000); active means well fitted inhibition curve with a large enough effect in the signal ratio, with a control signal flat, not every such curve was filed as active; inconclusive means small, poorly fitted or top-dose-only effect, or effect the other way, or a change in a side signal; the % refers to the signal ratio
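Drosophila S3 cells got compounds at several concentrations plus oleic acid (400 uM solution). Laser-scanning cytometry with 488 nm excitation read lipid droplets at 500-530 nm and cells at 575-640 nm. Percent activity was relative to 20 uM Triacsin C.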
S3 lipid droplet cell count max = also measured in S3 lipid droplet; calls as there; cell number change, %; measured here: cell count max response;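 cells counted by Cell Tracker Red CMTPX staining in the red channel; peak over a dose series mostly up to 46.1 µM; percent activity relative to internal control wells on each plate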
The depositor's hits bear a star; i = inactive; ? = inconclusive; / = not tested or not shown; & = joins results of further samples. On the % scale 0 is the no-effect control and ±100 the full control effect; potency means the concentration at half of the fitted maximal effect. An excerpt. The share of hits here may be higher or lower than overall.

no.	SMILES	S3 lipid droplet	S3 lipid droplet cell count max
1	Cn1c2ccccc2c2cnn(CC(=O)N3CCC4(CC3)OCCO4)c(=O)c21	?	/
2	CCC(=NCc1ccco1)c1c(O)n(-c2ccc(Cl)cc2)c(=O)[nH]c1=O	?	/
3	O=c1[nH]c(CN2CCNCC2)nc2ccccc12	?	/
4	COC(=O)C1=C(c2ccccc2OCc2ccccc2)C[C@@H]2CC[C@H]1N2C(=O)NCc1ccc(Cl)cc1	8.2%	-19.4
5	CN1CCN(c2ccc([N+](=O)[O-])c3no[n+]([O-])c23)CC1	?	/
6	O=S(=O)(c1ccccc1)N1CCCCC1c1cccnc1 (stereo unspecified)	-5.2%	10.0
7	CN1CCc2nc3ccc(F)cc3c(C(N)=O)c2C1	5.1%	0.8
8	CCC(=NCc1cc(OC)cc(OC)c1)c1c(O)[nH]c(=O)[nH]c1=O	27.7%	/
9	Fc1ccc(C2=CCN(C(c3cccs3)c3nnnn3CCc3ccccc3)CC2)cc1 (stereo unspecified)	?	/
10	CC(=O)OC1C2CCC1C(N1CCCC1)CC2 (stereo unspecified)	?	/
11	COc1ccc(C=O)cc1OC(=O)N1CCOCC1	?	/
12	CCNc1cc(N2CCNCC2)ccc1[N+](=O)[O-]	?	/
13	CN1CCN(c2nc3c(c(=O)[nH]2)CCC3)CC1	i	/
14	O=C(CCn1c(=O)oc2ccccc21)n1c(=O)oc2ccccc21	?	/
15	CC(=O)O[C@@]12CO[C@@H]1C[C@H](O)[C@@]1(C)C(=O)[C@H](O)C3=C(C)[C@@H](OC(=O)[C@H](O)[C@@H](NC(=O)c4ccccc4)c4ccccc4)C[C@@](O)([C@@H](OC(=O)c4ccccc4)C12)C3(C)C (stereo partly specified)	?	/
16	Cc1cccc(-n2c(=S)[nH]c3ccccc3c2=O)n1	-10.5%	-18.0
17	C=CCn1c(O)c(C(C)=NC2CC2)c(=O)[nH]c1=O	?	/
18	Cc1nn(Cc2ccccc2)c(C)c1C(=O)OCC(=O)NCc1ccco1	?	/
19	Cc1ccc(O)c(C)c1	?	/
20	Cn1c(O)c(/C=C2\C=Nc3ccc(Br)cc32)c(=O)n(C)c1=O	?	/

5 entries from above, arranged by formula weight, smallest number first:
no.	SMILES	S3 lipid droplet	S3 lipid droplet cell count max
12	CCNc1cc(N2CCNCC2)ccc1[N+](=O)[O-]	?	/
5	CN1CCN(c2ccc([N+](=O)[O-])c3no[n+]([O-])c23)CC1	?	/
6	O=S(=O)(c1ccccc1)N1CCCCC1c1cccnc1 (stereo unspecified)	-5.2%	10.0
1	Cn1c2ccccc2c2cnn(CC(=O)N3CCC4(CC3)OCCO4)c(=O)c21	?	/
9	Fc1ccc(C2=CCN(C(c3cccs3)c3nnnn3CCc3ccccc3)CC2)cc1 (stereo unspecified)	?	/

Next part.
no.	SMILES	S3 lipid droplet	S3 lipid droplet cell count max
21	Cc1nn(Cc2ccccc2)c(C)c1C=C1C(=O)NC(=S)NC1=O	?	/
22	CN1CCC2(CC1)C(C#N)=C(N)NC(S)=C2C#N	?	/
23	CCc1c(C)nc(N)nc1N1N=C1SCC#N	?	/
24	Cc1ccc(N=Nc2c(O)[nH]c(=O)[nH]c2=O)c([N+](=O)[O-])c1	i	18.9
25	CC(C)n1c(O)c(C=NCc2cccnc2)c(=O)[nH]c1=S	11.1%	-0.3
26	O=C(Cn1c(=O)oc2ccccc21)N(Cc1ccccc1)C1CCS(=O)(=O)C1 (stereo unspecified)	?	/
27	O=C1/C(=C\c2ccc3c(c2)OCO3)N2CCC1CC2	?	/
28	Cc1ccc(S(=O)(=O)N2CN3CCN(C3)C2)cc1	?	/
29	COc1ccc(OC)c(-n2c(O)c(C=Nc3c(C)n(C)n(-c4ccccc4)c3=O)c(=O)[nH]c2=O)c1	-1.4%	3.5
30	O=C1NC(=O)C2(Cc3ccccc3N3CCCC32)C(=O)N1 (stereo unspecified)	?	/
31	CN1CCc2nc(N)c(C#N)c(-c3ccccc3)c2C1	i	/
32	c1cc(C2N3CCCN2CC3)ccn1 (stereo unspecified)	i	0.8
33	O=C(NCCO)c1nsnc1NCCCl	-18.4%	-0.8
34	COC(=O)C1=C(c2ccc(Cl)c(C(F)(F)F)c2)C[C@@H]2CC[C@H]1N2C(=O)NCCCOC(C)C	?	/
35	COc1ccc(C)cc1NC(=O)N1CCC2(CC1)OCCO2	5.9%	13.2
36	c1ccc(C2CC3CC(c4ccco4)N2O3)cc1 (stereo unspecified)	6.4%	2.1
37	O=C(c1ccc2c(c1)OCO2)C1CCCN(CC2CCCCC2)C1 (stereo unspecified)	1.6%	10.6
38	COC(=O)COc1cc(C)cc2oc(=O)c3c(c12)CCCC3	0.3%	-2.2
39	Cc1cc(NC(=O)C(Cl)(Cl)Cl)no1	-9.7%	-1.5
40	COc1ccccc1N1C(=O)NC(=O)/C(=C\c2cnn(-c3ccccc3)c2)C1=O	7.0%	-15.0

3 entries from above, reformatted.
23. CCc1c(C)nc(N)nc1N1N=C1SCC#N
24. Cc1ccc(N=Nc2c(O)[nH]c(=O)[nH]c2=O)c([N+](=O)[O-])c1
25. CC(C)n1c(O)c(C=NCc2cccnc2)c(=O)[nH]c1=S
assay / compound	23	24	25
S3 lipid droplet	?	i	11.1%
S3 lipid droplet cell count max	/	18.9	-0.3

More entries.
no.	SMILES	S3 lipid droplet	S3 lipid droplet cell count max
41	CC(C)CN(CC(C)C)C(=O)C1C2c3ccccc3C(c3ccccc32)C1C(=O)O (stereo unspecified)	-16.0%	-10.6
42	C=CCC1(CN2CCCCCC2=O)C(=O)NC(=O)NC1=O	?	/
43	CCNCC(O)c1cccc(O)c1 (stereo unspecified)	-0.8%	-15.8
44	CCc1c(C)nc(N)nc1N1N=C1SCCOc1ccccc1	?	/
45	CCOP(=O)(OCC)C(O)c1ccccc1 (stereo unspecified)	?	/
46	Cc1cccc(N=C(N2CCOCC2)P(=O)(N2CCOCC2)N2CCOCC2)c1	?	/
47	COC1=CC(=O)O[C@@H](/C=C/c2ccccc2)C1	?	/
48	O=C1/C(=C/c2ccc(F)cc2)Oc2cc(OC(=O)N3CCOCC3)ccc21	?	/
49	CCCCn1c(O)c(C=NCCN2CCCCC2)c(=O)[nH]c1=O	?	/
50	O=S(=O)(c1ccc(Cl)cc1)c1ccc(Cl)cc1	?	/
51	O=c1c2ccccc2nc(/C=C/c2ccc(F)cc2)n1-c1ccccc1O	9.2%	1.2
52	N#CC1=C(N)Oc2c(c(=O)oc3ccccc23)C1c1ccc([N+](=O)[O-])o1 (stereo unspecified)	?	/
53	O=C(Nc1cccc(C(F)(F)F)c1)OC1CN2CCC1CC2 (stereo unspecified)	?	/
54	CCOc1ccc([N+](=O)[O-])cc1CNCCc1ccccc1	?	/
55	Cc1ccc(NC(=O)CCNS(=O)(=O)c2ccc3c(c2)oc(=O)n3C)c(C)c1	?	/
56	CCN1CCN(Cc2ccc(OC(F)(F)F)cc2)CC1	3.9%	-3.4
57	O=P(NC(c1ccccc1)c1ccccc1)(Oc1ccccc1)Oc1ccccc1	14.3%	-3.4
58	O=c1c2ccccc2nc(Cc2ccccc2)n1-c1ccccc1O	5.3%	-0.1
59	C/C(=N\N1CCCCCC1)c1c(O)n(-c2ccc(Cl)cc2)c(=O)[nH]c1=O	?	/
60	COc1ccc(NC(c2ccccc2)P(=O)(Oc2ccccc2)Oc2ccccc2)cc1 (stereo unspecified)	-2.9%	-6.3
61	CCOC(=O)c1nc2ccccc2c(=O)n1-c1ccc(C)cc1	i	-6.1
62	O=C(COC(=O)Cc1ccccc1)NNC(=O)c1ccc([N+](=O)[O-])cc1	?	/
63	c1ccc2c(c1)[nH]c1cnccc12	?	/
64	O=c1cccc2n1CC1CC2CN(Cc2c(Cl)cccc2Cl)C1 (stereo unspecified)	?	/
65	Fc1ccc(N2CCN(Cc3ccc4c(c3)OCO4)CC2)cc1	-3.2%	9.7
66	CC(C)(C)c1ccc(S(=O)(=O)N2CC3CC(C2)c2cccc(=O)n2C3)cc1 (stereo unspecified)	0.1%	-2.2
67	Cn1cccc1CNCCc1ccccc1	1.8%	-2.0
68	CN(c1ccc(OCC(=O)N2CCN(C/C=C/c3ccccc3)CC2)cc1)S(=O)(=O)c1cccs1	0.8%	3.8
69	CCCCN=C[C@]12CCC(O)CC1(O)CCC1[C@@H]2CC[C@]2(C)[C@H](C3C=CC(=O)O3)CCC12O (stereo partly specified)	8.7%	9.8
70	CCN(CC)C(=O)Oc1ccc2cc(Br)ccc2c1	?	/
71	CC(C)[C@]12O[C@H]1[C@@H]1O[C@]13[C@]1(O[C@H]1C[C@H]1C4=C(CC[C@@]13C)C(=O)OC4)[C@@H]2O	?	/
72	CCCC12CN3CCN(C1)CC(CCC)(C3)C2=O	-12.1%	1.9
73	COC(=O)c1cncn1C(C)c1ccccc1 (stereo unspecified)	i	/
74	C#CCN1CCN(c2cccc(C(F)(F)F)c2)CC1	?	/
75	CC1=C(/C=C/c2ccccc2)CCN(C)C1	-7.5%	-20.6
76	CCOc1cc2c(cc1OCC)-n1cccc1C(c1ccc(OC(F)F)cc1)NC2 (stereo unspecified)	?	/
77	CCCCCCC(=O)N/N=C/c1c(O)n(C(C)CC)c(=S)[nH]c1=O (stereo unspecified)	4.9%	13.9
78	COc1ccc(NS(=O)(=O)c2ccc(OCC(=O)N3CCN(C)CC3)cc2)cc1Cl	?	/
79	O=C1NC(=O)C(CCc2ccncc2)(CCc2ccccn2)C(=O)N1c1ccc(Br)cc1 (stereo unspecified)	?	/
80	O=c1[nH]c(=O)n(CCc2ccccc2)c(O)c1C=NC1CC1	?	/
81	Cc1ccc(-n2c(C)nc3ccccc3c2=O)c(C)c1	4.5%	27.3
82	O=c1c2ccccc2nc(Cc2ccccc2)n1-c1ccccc1	16.3%	11.0
83	Cc1ccccc1NC(=O)COC(=O)c1cc(C)n(C2CC2)c1C	9.2%	5.9
84	Cc1ccc(/C=C2\C(=O)NC(=S)N(c3ccc(F)cc3)C2=O)s1	?	/
85	c1cnc2c(c1)ccc1ncccc12	27.1%	11.0
86	CC(=O)Nc1cc(C(=O)N2CCC3(CC2)OCCO3)ccc1S(=O)(=O)c1ccc(C)cc1	7.2%	2.5
87	CC1(C)OC1COc1c2occc2cc2ccc(=O)oc12 (stereo unspecified)	?	/
88	COc1ccccc1OCCCn1cc(C(C)=O)c2ccccc21	-13.9%	-2.3
89	CCOP(=O)(OCC)C(NC(=O)c1ccccc1)=C(Cl)Cl	0.6%	12.0
90	COc1ccc(NC(=O)N2CCC3(CC2)OCCO3)cc1	18.7%	7.5
91	CC(=O)Nc1ccc(NC(=O)CCn2c(=O)oc3ccccc32)cc1	?	/
92	COC(=O)[C@@H]1C[C@@]1(C)[C@@H](NP(=O)(c1ccccc1)c1ccccc1)c1ccccc1	11.7%	1.3
93	CC(=O)Nc1cc([As](=O)(O)O)ccc1O	-0.5%&-5.2%	-1.0&-2.2
94	CCN(CC)S(=O)(=O)c1cc(NC(=O)C(C)N2CC=C(c3ccccc3)CC2)ccc1C (stereo unspecified)	2.7%	-3.3
95	COc1ccc(-n2c(Cc3ccccc3)nc3ccccc3c2=O)cc1	-4.1%	6.3
96	Clc1ccccc1CNC1CN2CCC1CC2 (stereo unspecified)	?	/
97	Cn1cccc1/C=C1/C(=O)NC(=O)N(Cc2ccc(F)cc2)C1=O	?	/
98	COC(=O)C1=C(c2ccc(C(C)=O)cc2)C[C@@H]2CC[C@H]1N2C(=O)NCc1ccc(C(F)(F)F)cc1	14.1%	1.5
99	CC(C)Sc1nnc([C@@H](N)Cc2ccccc2)o1	1.5%	2.9
100	NC(=O)c1cn(C2OC(CO)C(O)C2O)c2ncnc(N)c12 (stereo unspecified)	?	/

Compound activity from PubChem.
